GSK3A inh – inhibitors of human GSK-3 alpha kinase. P49840. ADP-Glo luminescence, 60 min. inhibition, % at 10 µM. AID 2650. actives 0.1% (n = 320,000);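 in the data active = inhibition above about 50%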;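 note: GST-tagged GSK-3 alpha with peptide substrate and 25 µM ATP; 0% = DMSO neutral wells and 100% = GW8510 positive control wells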
Target sequence (P49840 whole entry, looked up): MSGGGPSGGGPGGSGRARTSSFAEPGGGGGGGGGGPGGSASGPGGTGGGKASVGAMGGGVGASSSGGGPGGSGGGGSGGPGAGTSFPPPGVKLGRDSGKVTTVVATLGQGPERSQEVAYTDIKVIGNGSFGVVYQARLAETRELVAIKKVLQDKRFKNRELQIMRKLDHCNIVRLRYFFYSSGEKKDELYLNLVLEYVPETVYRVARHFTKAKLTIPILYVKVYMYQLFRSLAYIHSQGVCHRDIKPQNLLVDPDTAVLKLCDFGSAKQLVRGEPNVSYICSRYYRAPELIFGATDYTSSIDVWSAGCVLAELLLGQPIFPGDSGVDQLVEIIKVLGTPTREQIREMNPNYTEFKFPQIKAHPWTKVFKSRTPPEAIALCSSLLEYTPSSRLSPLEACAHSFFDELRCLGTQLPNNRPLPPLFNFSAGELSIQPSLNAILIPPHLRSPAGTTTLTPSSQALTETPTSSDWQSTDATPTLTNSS
KLF5 inh – inhibitors of KLF5 expression; DLD-1 KLF5 promoter-luciferase reporter, luminescence; inhibition, % at 5 µM; actives 0.23% (n = 290,000); AID 1700;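 active = inhibition above a per-plate limit of that plate's mean compound inhibition plus 3 SD, cut at about 60% in these data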;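 note: 0% = DMSO wells and 100% = LY294002 at 200 µM; higher means less KLF5 promoter-driven luciferase light; inactives centre near -14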
aSyn 5UTR inh – 5' untranslated region of α-synuclein, MLPCN primary screen; alpha-synuclein 5'UTR reporter, inhibitor activity; inhibition, % (tested at 7.5 µM); actives 0.82% (n = 300,000); AID 1813; in the data active = inhibition above about 60%;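 note: H4 neuroglioblastoma cells stably carrying SNCA 5'UTR luciferase fusion; 0% = DMSO wells and 100% = positive control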
HSF1 inh – HSF1 inhibition; actives 0.77% (n = 300,000); NIH3T3-HGL HSE-luciferase, MG132-induced, luminescence 8 h; hits give low values; AID 2098; activity change, negative = inhibition, % at 7.5 µM (by protocol);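 active = more than half of replicate wells show activity change below -50%, luminescence cut by over half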;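 note: luciferase reports HSF-1 transcriptional activity via heat shock element; 0% = median of DMSO wells and -100% = zero luminescence signal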
AI-2 QS mod – Vibrio harveyi AI-2 quorum sensing modulation; activity change, % at 7.5 µM; Vibrio harveyi JMH597 AI-2 luminescence/OD600 ratio, 9 h; hits give low values; strain lacks LuxN and CqsS sensors; 0 = neutral-control median; actives 0.4% (n = 300,000); in the data active = activity change below about -75%, passing the limit was not always enough;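 note: luminescence divided by OD600 gain over 9 h not by final OD600 alone; inactives centre near 13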
IEC-6 tox – counter-screen for KLF5 inhibitors: cytotoxicity in IEC-6 cells; actives 0.78% (n = 290,000); AID 1825; IEC-6 cytotoxicity, luminescence viability; inhibition, % at 5 µM; in the data active = inhibition above about 22%;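 note: 0% = plate median of test compound wells and 100% = cytotoxic reference compound wells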
HSP90 inh – blocks HSP90-mediated luciferase refolding in reticulocyte lysate; inhibition, % at 5.6 µM; actives 0.91% (n = 290,000); Rabbit reticulocyte lysate, luciferase refolding luminescence, 3 h;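 active = inhibition above the screen-wide mean plus 3 SD, computed separately per campaign, cut at about 16% in these data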;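 note: 0% = DMSO wells and 100% = 60 µM geldanamycin wells; inhibitors lower the luminescence because luciferase stays unfolded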
PolyA inhibitor – inhibitors of polyadenylation in S. cerevisiae; S. cerevisiae SKY197-pL101 polyadenylation reporter, beta-gal luminescence; efflux-impaired pdr1/pdr3 knockout yeast; score 100 = 6 SD above DMSO; calls only at 12 µM; actives 0.02% (n = 300,000); AID 1875;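 active = lowest replicate activity score at least 50, where 100 means six control SD above control mean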;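 note: yeast exposed to compound for 9 h at 30 °C; higher score means more reporter readthrough which indicates perturbed polyadenylation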
HSF1 activator – increases HSF-1 driven luciferase reporter signal | AID 504408 | actives 1.7% (n = 300,000) | activation, % at 9 µM | NIH3T3-HGL HSF-1 luciferase reporter, MG132, 8 h; 100% = twice DMSO control signal;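 active = mean replicate activation of at least 50% with a set share of replicates each reaching 50%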;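 note: 0% = median of the neutral control wells and 100% = twice that signal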
GSK3B inh – blocks human GSK3beta kinase activity. actives 0.038% (n = 300,000). GST-GSK3beta kinase, ADP-Glo luminescence, 60 min; hits give low values. activity score (negative = inhibition), % at 10 µM;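 active = more than half of replicate wells score below -50%, meaning over 50% inhibition versus plate controls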;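 note: 0% = median DMSO wells and -100% = median GW8510 positive control wells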
Target sequence (P49841 whole entry, looked up): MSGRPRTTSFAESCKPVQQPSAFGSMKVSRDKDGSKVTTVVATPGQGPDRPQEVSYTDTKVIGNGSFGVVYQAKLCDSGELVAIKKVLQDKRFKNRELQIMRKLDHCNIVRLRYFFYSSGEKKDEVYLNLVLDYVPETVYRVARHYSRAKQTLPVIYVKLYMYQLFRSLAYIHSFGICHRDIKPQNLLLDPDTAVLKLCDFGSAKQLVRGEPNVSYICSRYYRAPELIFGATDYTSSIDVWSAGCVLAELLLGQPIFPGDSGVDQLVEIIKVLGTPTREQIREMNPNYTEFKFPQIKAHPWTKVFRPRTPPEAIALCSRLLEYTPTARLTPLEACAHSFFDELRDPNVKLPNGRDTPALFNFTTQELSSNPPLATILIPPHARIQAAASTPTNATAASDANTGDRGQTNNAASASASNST
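Test system – GST-tagged human GSK3beta kinase, cell-free · Incubation – 60 min enzyme reaction, room temperature · Signal – ADP-Glo luminescence · Also added – peptide substrate and ATP at 25 µM · Controls – DMSO neutral wells and GW8510 at 20 µM as positive · Buffer or medium – Tris/MgCl2 kinase buffer · Measure – Luminescence-derived activity versus plate DMSO and GW8510 wells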
An asterisk follows results filed as active; i = inactive; . = no result given.

SMILES	GSK3A inh	KLF5 inh	aSyn 5UTR inh	HSF1 inh	AI-2 QS mod	IEC-6 tox	HSP90 inh	PolyA inhibitor	HSF1 activator	GSK3B inh
CN(CCC1CCOCC1)C(=O)CC1C(=O)NCCN1Cc1cccc(F)c1 (stereo unspecified)	-10	-17	-2	-5	19	-4	0	i	5	-1
Cc1cccc(C)c1OCC(O)CN (stereo unspecified)	0	-9	-16	2	-13	3	0	i	-2	5
Cc1cc(=O)[nH]c(-c2ccc(Cl)cc2)n1	-1	-11	9	2	-2	-5	1	i	29	2
CN1CCN(C(=O)C2=C[C@H](c3ccccc3)C[C@H](OCc3ccc(CO)cc3)O2)CC1	-4	18	-13	-2	-10	-8	-1	i	1	-6
Cc1nc2cc(-c3ccc(F)cc3)[nH]n2c(=O)c1C	0	-194	-129	19	10	7	10	i	35	4
COc1ccc(N2C(=S)NC3c4cc(Cl)ccc4OC2(C)C3C(=O)N(C)C)cc1 (stereo unspecified)	0	-15	-11	2	2	1	-2	i	-8	1
O=C(COC(=O)CCNS(=O)(=O)c1cccc(C(F)(F)F)c1)NC(=O)NC1CCCCC1	0	10	4	3	13	1	2	i	15	-2
CSc1nc2ccccc2n1Cc1c(Cl)cccc1Cl	-5	-34	11	4	0	-3	-3	i	-11	1
COc1ccc(N2CCN(Cc3nc(Cc4cccc(F)c4)no3)C(C)C2)cc1 (stereo unspecified)	-2	-15	-3	-5	27	0	-2	i	11	3
CCOC(=O)c1c(C)n(C)c2c1cc(OC(C)=O)c1ccccc12	-1	-26	-17	-5	18	9	-2	i	0	3
CCN(CC)S(=O)(=O)c1ccc(NS(=O)(=O)c2cccc(C)c2)cc1	-2	16	-11	5	16	5	0	i	-9	0
COC(=O)c1sccc1NC(=O)/C=C/c1ccc(Cl)cc1Cl	-2	-22	-206	2	9	-4	-1	.	33	-3
Cc1ccsc1C(=O)N1CCCC(N2CCN(c3cccc(Cl)c3)CC2)C1 (stereo unspecified)	-4	-17	0	3	11	10	0	i	-2	0
Cc1ccc(/C(=N\S(=O)(=O)c2ccc(Br)cc2)Nc2ccccc2C)cc1	-4	0	26	5	12	0	0	i	-18	2
CCOC(=O)c1cccc(NC(=O)C2CCCN(S(=O)(=O)c3c(C)n[nH]c3C)C2)c1 (stereo unspecified)	5	9	9	3	8	-2	-1	i	8	-1
CCC1CCC/C1=N\NC(=O)c1ccccc1Cl (stereo unspecified)	2	.	7	1	10	.	.	i	17	-1
Cc1nn(Cc2noc(C(=O)NC3CCC(C)CC3)n2)c(C)c1Br (stereo unspecified)	-1	-16	16	-5	8	35*	-7	i	3	0
CCS(=O)(=O)CCSC(=N)N	-2	-49	0	-5	6	-4	-1	i	-20	-3
COc1ccc(N2CCN(C(=O)CCCNC(=O)Cn3cnc4sc(C)c(C)c4c3=O)CC2)cc1	-3	-29	-12	9	5	6	4	i	32	-1
CC(=O)Nc1ccc(C(=O)COC(=O)CCN2C(=O)C3CC=CCC3C2=O)cc1 (stereo unspecified)	-4	3	2	-3	19	0	4	i	-9	-2
CCOc1c(S(=O)(=O)NC2CC(C)(C)NC(C)(C)C2)ccc(Cl)c1Cl	-1	-3	17	-2	1	2	2	i	5	3
O=C(CNS(=O)(=O)c1ccc(Br)s1)N1CCN(c2ncccn2)CC1	.	-14	19	-3	12	3	3	i	-21	-2
CCOc1ccc(S(=O)(=O)N2CCOCC2)cc1NC(=O)CN1C(=O)NC(CC)(c2ccccc2)C1=O (stereo unspecified)	-2	-8	-1	-4	28	-2	-2	i	-11	0
CC(=O)c1ccc(NC(=O)CCc2nnc3ccc(N4CCC5(CC4)OCCO5)nn23)cc1	-1	-86	-37	7	17	8	1	i	15	3
c1cc(CNc2ccc3c(c2)OCCO3)ccn1	-2	-27	-7	-78*	22	4	4	i	-80	4

Continuation.
SMILES	GSK3A inh	KLF5 inh	aSyn 5UTR inh	HSF1 inh	AI-2 QS mod	IEC-6 tox	HSP90 inh	PolyA inhibitor	HSF1 activator	GSK3B inh
CCOc1ccccc1CN1CCN(C2CCN(c3ccccc3F)CC2)CC1CCO (stereo unspecified)	0	-15	-12	-2	38	-3	0	i	-2	0
Cc1ccn2c(c1)nc(=O)c1cc(S(=O)(=O)N3CCOCC3)ccc12	0	-17	-7	1	17	-3	-4	i	1	3
C#CCNc1cc(C)nc2ncnn12	0	-11	17	0	10	-7	-2	.	-6	-2
Cn1cnc([N+](=O)[O-])c1Oc1ccc2ccccc2c1	1	-10	-21	37	-21	14	3	i	27	-1
O=C(Cc1cccs1)N(Cc1cccs1)C1(C(=O)NC2CCCCC2)CCCCC1	1	-12	-20	4	12	-6	2	i	0	-2
CN(CCO)c1nc2c(c(=O)n(Cc3ccc(Cl)cc3)c(=O)n2C)n1C	-2	-17	22	0	8	-5	-1	i	8	-3
Cc1ccc(N(C(=O)Cn2nnc3ccccc32)C(C(=O)NC2CCCCC2)c2cn(C)nc2C)cc1 (stereo unspecified)	2	8	0	5	21	-5	1	i	7	2
Cc1cc(=O)oc2cc(OCc3ccc(C(=O)OCC(=O)NC4CCS(=O)(=O)C4)cc3)ccc12 (stereo unspecified)	-1	-42	-9	17	13	-2	5	i	13	-7
CC(C)(c1ccccc1)c1ccc(OCC(O)CNC2CCN(Cc3ccccc3)CC2)cc1 (stereo unspecified)	3	-20	44	3	14	-2	1	i	5	-7
COC(=O)Cc1c(C)c2ccc(OCC(=O)NCc3ccc4c(c3)OCO4)cc2oc1=O	0	7	-7	-6	7	0	0	i	-21	0
COc1ccc(N(CC(=O)Nc2ccccc2F)S(=O)(=O)c2ccc(C)c([N+](=O)[O-])c2)cc1	-3	-17	3	8	2	1	3	i	14	1
COc1ccc(C(=O)Nc2sc(C)c(-c3ccccc3)c2C#N)cc1OC	-1	-65	-92	8	9	2	-4	i	-3	-4
Cc1c(C(=O)O)cccc1-n1c(C)cc(/C=N/NC(=O)c2cc3ccccc3o2)c1C	1	-55	-12	-1	27	-9	22*	i	-3	-2
CC(C)(C)OC(=O)CC[C@@H](C(=O)N1CCN(C(=O)OC(C)(C)C)CC1)n1cc(C(Cc2ccc(O)cc2)NC(=O)OC(C)(C)C)nn1 (stereo partly specified)	2	-6	9	-1	14	3	11	i	-10	-4
CC(C)(C)c1ccc(/C=C/C(=O)N2CCN(c3ncccn3)CC2)cc1	-3	-20	12	1	-36	4	0	i	3	3
COc1ccc(NC(=O)c2ccco2)cc1NC(=O)c1cc2ccccc2o1	0	-23	-9	0	12	7	5	i	-4	2
C=CCc1cccc(C=Nc2ccc(Br)cc2)c1O	-3	-26	-48	5	27	-1	0	i	37	2
N#Cc1c(Sc2ncc(C(F)(F)F)cc2Cl)nsc1C/C=N\OCc1c(F)cccc1Cl	.	-26	-13	-1	6	4	2	i	6	-9
CCn1c(SCC(=O)Nc2nnc(C)s2)nnc1-c1ccco1	1	-19	16	-11	2	0	-1	i	-12	1
Cc1c(C(=O)NC(=S)NCc2cccnc2)cccc1[N+](=O)[O-]	2	-20	14	2	22	6	-1	i	22	0
Cc1cccc(-n2ncc3c(Nc4c(C)n(C)n(-c5ccccc5)c4=O)ncnc32)c1	6	-13	1	0	4	-2	-4	i	3	1
CCc1nc(SCc2nc3ccccc3[nH]2)c2oc3ccccc3c2n1	-5	-11	-15	5	31	4	2	i	5	4
COc1cc(C(=O)N2CCN(CCCc3ccccc3)CC2)cc(OC)c1OC	-1	.	0	-4	-3	.	.	i	6	-2
Nc1nnc(SCC(=O)NC23CC4CC(CC(C4)C2)C3)s1	-5	-24	-4	-9	32	1	2	i	-1	-3
CCOc1ccc(NC(=S)N2CCN(S(=O)(=O)c3ccc(C)cc3)CC2)cc1	-26	-23	13	-42	16	-5	-3	i	-52	4

New compounds follow:
SMILES	GSK3A inh	KLF5 inh	aSyn 5UTR inh	HSF1 inh	AI-2 QS mod	IEC-6 tox	HSP90 inh	PolyA inhibitor	HSF1 activator	GSK3B inh
CC(C)N=C(NC#N)SCc1ccccc1	-1	-4	4	-1	25	-3	-4	i	11	0
COc1ccc(NC(=O)c2cccc(Cn3cc(Br)c([N+](=O)[O-])n3)c2)c(C)c1	-4	-16	17	6	21	-7	6	i	6	0
O=C(NCc1cccs1)C1CCC(CNS(=O)(=O)c2cccc3nsnc23)CC1 (stereo unspecified)	-1	-15	21	0	12	1	1	i	-6	-6
Cc1ccc(C2N(c3ccc(F)cc3)C(=O)C3CCCN32)cc1 (stereo unspecified)	-5	14	-1	9	-1	0	0	i	15	1
CCN(CC)S(=O)(=O)N1CCC(C(=O)NCc2ccco2)CC1	0	-4	13	-8	10	5	0	i	-4	-1
CC(C)=NNc1nc(-c2ccc(N3C(=O)CCC3=O)cc2)cs1	1	-23	-26	0	8	-2	-1	i	6	2
CCC(=O)N1CC2(c3ccccc3)CN(C(=O)CC)CC(c3ccccc3)(C1)C2=O	-1	-9	-1	-8	-5	5	2	i	-8	1
CCOC(=O)N1CCC(NC(=O)CCc2ccccc2)CC1	-1	-12	-1	6	18	-7	3	.	1	-1
CC1CCN(C(=O)CSCC(=O)Nc2nc(-c3cccs3)cs2)CC1	-3	-25	-89	0	17	-1	-2	i	-14	-1
On1c(-c2ccco2)nc2c1CCc1nonc1-2	-2	-8	-18	4	21	-2	1	i	3	-2
Cc1ccccc1-n1c(=O)[nH]c(=O)c2c(N)c(C(=O)c3ccc(Cl)cc3)sc21	0	2	48	-11	11	-5	0	i	8	2
O=C(C1CCN(S(=O)(=O)c2cnc[nH]2)CC1)N1CCN(c2ccc([N+](=O)[O-])cc2)CC1	-2	-3	-6	-5	15	-8	-4	i	-7	2
O=C(N/N=C/c1cc(Cl)cc([N+](=O)[O-])c1O)c1ccccc1NS(=O)(=O)c1cccs1	9	-21	-14	-1	-14	-4	0	i	1	5
CCc1ccc(OCCSc2nc3ccccc3n2CCC(=O)O)cc1	-6	-21	7	7	11	1	1	i	14	7
COc1ccc(CNN2CCCCC2C(=O)Nc2ccc(OC)c(OCC(C)C)c2)cc1OC (stereo unspecified)	-1	-1	13	-4	19	-5	7	i	-9	1
COc1ccc(OC)c(NS(=O)(=O)c2ccc(SC)cc2)c1	-6	6	-161	-2	-6	22	3	i	-6	2
CCC(C)(C)NC(=O)CCn1c(-c2ccccc2)cc(C(C)=O)c1C	-5	10	18	-3	15	1	2	i	-12	-1
COc1ccc(CCNC(=O)c2cnc3ccccc3n2)cc1	5	-10	-12	4	4	12	3	i	29	1
CN1CC(=O)Nc2ccccc2C1=O	-2	-26	19	6	31	4	0	i	-8	2
COc1ccc(NC(=O)CN2C(=O)CC(C)S(=O)(=O)c3ccccc32)cc1 (stereo unspecified)	-8	-6	-7	-9	-30	-2	0	i	-11	2

Another view of part of the listing above:
Results follow in this order: GSK3A inh	KLF5 inh	aSyn 5UTR inh	HSF1 inh	AI-2 QS mod	IEC-6 tox	HSP90 inh	PolyA inhibitor	HSF1 activator	GSK3B inh
CC(C)N=C(NC#N)SCc1ccccc1
→ -1	-4	4	-1	25	-3	-4	i	11	0
COc1ccc(NC(=O)c2cccc(Cn3cc(Br)c([N+](=O)[O-])n3)c2)c(C)c1
→ -4	-16	17	6	21	-7	6	i	6	0

This is a subset; count on the stated rates, not on these rows.
